DAX1 inh-1 = DAX1 (NR0B1) inhibition, primary screen; HEK293T StAR-luciferase reporter, SF-1/DAX-1 repression relief; inhibition, % at 6.8 µM; 370,000 tested, 1.1% active; AID 652010;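 active = inhibition above the mean over all tested compounds plus 3 SD, cut at about 3.6% in these data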;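 also: 0% = DAX-1 cells with DMSO and 100% = cells lacking DAX-1 with DMSO; higher inhibition means more luminescence from relief of DAX-1 repression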
PG9 Ab binder = PG9 antibody binding by small molecule. TR-FRET gp120-PG9 antibody binding. inhibition, % at 6.7 µM. 360,000 tested, 0.43% active. AID 624416; in the data active = inhibition above about 8.5%
hgDAF-12 ag = activates the H. glycines DAF-12 receptor ligand-binding domain; 370,000 tested, 1.8% active; HEK293 GAL4-hgDAF12 UAS-luciferase reporter, agonist luminescence; normalized to butyrate control; AID 687014; activation, % at 6.8 µM;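 active = activation above a cutoff set at the mean of all screened compounds plus 3 SD, cut at about 10% in these data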;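 also: 0% = DMSO wells and 100% = sodium butyrate wells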
ssDAF12 agonist = S. stercoralis DAF-12 activation, primary screen; HEK293 ssDAF-12/GRIP1 lit1-tk-luc reporter, luminescence; % of 3 µM dafachronic acid response; 370,000 tested, 1% active; activation, % at 6.8 µM;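 active = activation above the mean over all tested compounds plus 3 SD, cut at about 0.9% in these data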;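 also: 0% = DMSO-only wells and 100% = 3 µM delta7-dafachronic acid wells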
hcDAF12 agonist = activators of H. contortus DAF-12 nuclear receptor | 370,000 tested, 1.4% active | HEK293 hcDAF-12 lit1-tk-luc reporter, luminescence; 0% DMSO, 100% Δ7-dafachronic acid | AID 652067 | activation, % at 6.8 µM;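 active = activation above the mean of all tested compounds plus 3 SD, cut at about 5.5% in these data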;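 also: 100% = response to 3 µM Δ7-dafachronic acid high control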
sPLA2-III inh = Inhibits HGIII-sPLA2 liposome hydrolysis, primary screen; Q9NZ20; QFRET BODIPY PC-A2 liposome hydrolysis, fluorescence; inhibition, % at 12.2 µM; 370,000 tested, 0.56% active; AID 743126;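 active = inhibition above mean plus 3 SD of compounds lying within the high and low control bounds, cut at about 19% in these data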;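 also: 0% = median of test compound wells and 100% = no enzyme DMSO wells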
PLCb3 inh = PLC-beta3 (human) inhibition, primary screen. Purified PLC-beta3, fluorogenic substrate, fluorescence. inhibition, % at 12.2 µM. 370,000 tested, 0.18% active. AID 720704; in the data active = inhibition above about 11%;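 also: 0% = median of compound wells on plate and 100% = full blocker control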
Rev-erbA mod = modulates human Rev-erb alpha binding to DNA; P20393; Rev-erbα–FITC-DNA binding, fluorescence polarization, 90 min; activity, % at 10 µM; 370,000 tested, 0.79% active; AID 1259318;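 active = activity above about 14%, limit read from the data; passing the limit was not always enough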;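 also: 0% = DMSO wells with 35 nM protein and 100% = DMSO wells with 750 nM protein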
Target sequence (P20393 whole entry, looked up): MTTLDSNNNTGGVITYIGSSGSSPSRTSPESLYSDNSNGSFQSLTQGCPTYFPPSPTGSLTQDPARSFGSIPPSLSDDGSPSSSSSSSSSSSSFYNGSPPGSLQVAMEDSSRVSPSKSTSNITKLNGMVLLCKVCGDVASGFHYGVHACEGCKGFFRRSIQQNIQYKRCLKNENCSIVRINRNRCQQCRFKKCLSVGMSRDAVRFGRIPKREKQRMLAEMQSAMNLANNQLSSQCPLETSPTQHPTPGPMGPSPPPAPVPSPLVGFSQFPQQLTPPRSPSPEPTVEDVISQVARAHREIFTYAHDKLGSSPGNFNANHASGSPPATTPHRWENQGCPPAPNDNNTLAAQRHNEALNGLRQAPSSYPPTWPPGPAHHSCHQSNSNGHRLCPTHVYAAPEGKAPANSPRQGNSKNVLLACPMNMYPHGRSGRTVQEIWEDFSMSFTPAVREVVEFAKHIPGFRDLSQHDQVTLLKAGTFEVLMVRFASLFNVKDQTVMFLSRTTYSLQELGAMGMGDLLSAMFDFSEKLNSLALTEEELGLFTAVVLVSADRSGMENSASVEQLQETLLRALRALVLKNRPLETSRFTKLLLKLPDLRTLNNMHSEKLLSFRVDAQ
SMARCA2 act = increases SMARCA2 function in MMTV reporter cells; MG213 cells, MMTV-luciferase reporter, dexamethasone, overnight; activation, % at 9.1 µM; 370,000 tested, 1% active; AID 652017; in the data active = activation above about 7.8%;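 also: 0% = vehicle wells and 100% = reference activator wells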
FXN GAA850 act = frataxin GAA850 promoter activation. activation, % at 6 µM. 360,000 tested, 0.56% active. HEK293 lucGAA850 FXN promoter luciferase reporter, 24 h; percent of 10 µM SAHA response;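 active = activation above the average of all compounds screened plus 3 SD, cutoff fixed separately per campaign, cut at about 7.5% in these data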;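 also: 0% = DMSO wells and 100% = 10 µM SAHA wells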
DAX1 inh-2 = NR0B1 (DAX1) inhibition | P51843 | HEK293 Gal4-DAX1 luciferase reporter, luminescence | inhibition, % at 6.75 µM | 340,000 tested, 0.99% active | AID 504766;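 active = inhibition above the mean over all tested compounds plus 3 SD, cut at about 4.2% in these data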;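 also: 0% = DAX1-transfected cells with DMSO and 100% = empty-vector control cells with DMSO; inhibition shows as a rise in luminescence from relieved DAX1 repression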
Target sequence (P51843 207-470 limits assumed): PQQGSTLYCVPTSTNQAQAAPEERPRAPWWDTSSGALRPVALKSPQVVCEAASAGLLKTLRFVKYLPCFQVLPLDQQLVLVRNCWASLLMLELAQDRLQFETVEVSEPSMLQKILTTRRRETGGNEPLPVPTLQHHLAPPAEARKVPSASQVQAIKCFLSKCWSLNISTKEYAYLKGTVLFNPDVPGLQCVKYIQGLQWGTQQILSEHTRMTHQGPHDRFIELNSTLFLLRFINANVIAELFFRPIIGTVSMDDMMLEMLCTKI
* hit, by the source's call; · = no result given. Hits appear at their usual frequency, and some 7% of all compounds hit somewhere here.

SMILES	DAX1 inh-1	PG9 Ab binder	hgDAF-12 ag	ssDAF12 agonist	hcDAF12 agonist	sPLA2-III inh	PLCb3 inh	Rev-erbA mod	SMARCA2 act	FXN GAA850 act	DAX1 inh-2
COc1cc(C#N)ccc1OCC(=O)Nc1cccc(S(=O)(=O)N(C)c2ccccc2)c1	-0.5	0.6	1.7	-1.3	-0.6	-13.1	-1.1	9.8	-0.5	0.3	-0.3
CCC(CC)NC(=O)CCCSc1nc2ccccc2[nH]1	0.1	-0.7	1.5	-0.8	-1.3	-0.2	0.7	-6.6	0.6	-1.7	-0.3
CCN(CC)S(=O)(=O)c1ccc(S(=O)(=O)N(CC(=O)Nc2ccccc2)Cc2ccco2)cc1	-0.9	-2.0	-1.9	-1.6	-2.2	-3.6	2.8	-0.7	-1.2	-1.8	-1.4
CCN(CC)S(=O)(=O)c1ccc(OC)c(NC(=O)/C=C/c2ccco2)c1	-0.1	-0.7	1.6	-1.5	-1.1	-12.3	-9.9	0.3	-1.0	0.1	-1.5
CC(NC(=O)COC(=O)c1ccc2c(c1)S(=O)(=O)N=C1CCCCCN12)C12CC3CC(CC(C3)C1)C2 (configuration not stated)	0.6	-1.7	-0.7	-0.2	-0.4	-0.9	-0.7	2.1	0.8	3.5	-0.2
Cc1nn(C)c(Oc2cccc(C(F)(F)F)c2)c1C#N	-0.3	-2.7	1.3	-0.8	2.0	4.7	2.4	1.4	-2.0	-1.6	-0.2
CN(CC(=O)Nc1cc(Cl)ccc1-n1cncn1)Cc1ccccc1N1CCOCC1	-0.1	0.2	-0.9	-1.2	-1.3	-0.2	-0.5	-1.6	-3.6	-4.1	-0.5
CCN(CC)S(=O)(=O)c1ccc(OC)c(NC(=O)c2ccc(-n3cncn3)c([N+](=O)[O-])c2)c1	-1.4	-1.4	-2.2	-1.3	-1.3	-11.3	-5.0	0.6	-0.7	-2.1	-0.6
Clc1ccc(CN2C3=NCCCN3c3ccccc32)cc1Cl	0.5	0.0	-5.4	-1.1	-1.4	-1.9	0.3	-5.6	-2.3	-0.6	0.9
CCC1(CC)C(=O)NC(=O)NC1=Nc1ccccc1	0.4	0.5	0.5	-1.5	4.4	0.1	3.1	0.9	-2.3	-0.6	2.5
CCCCc1c(C)nn(-c2nnc3c4ccccc4n(C)c3n2)c1C	0.2	0.1	1.5	-0.4	-0.9	5.9	-11.4	0.3	-3.4	4.1	0.4
Cc1ccc(-c2nnc(SCC(=O)N/N=C/c3ccc(C)s3)n2-c2ccc(C)cc2)cc1	-0.5	1.2	-5.1	-0.7	0.5	1.1	-23.4	-1.1	-2.8	0.3	-0.9
OC(CNCC1CCCO1)Cn1c2ccc(Cl)cc2c2cc(Cl)ccc21 (configuration not stated)	0.8	2.4	-1.6	-1.4	0.0	-6.8	4.0	-4.2	-2.4	0.6	0.5
O=c1[nH][nH]c(-c2ccccc2O)c1C(C[N+](=O)[O-])c1ccccc1 (configuration not stated)	0.4	-0.7	0.5	-1.5	0.0	-21.6	-7.8	-2.1	-0.9	1.5	-0.1
Cc1cc(C)nc(Nc2n[nH]c(-c3ccc(N)cc3)n2)n1	3.5	-1.6	11.1*	-0.2	3.2	1.2	2.4	-2.4	5.6	8.2*	1.3
CCOCCCNC(=O)c1c(N)n(-c2ccc3c(c2)OCO3)c2nc3ccccc3nc12	-0.5	-0.9	3.2	-1.3	-0.7	-6.6	-32.9	-3.8	-3.8	0.4	-0.4
Cc1cc(C)c(NC(=O)c2ccc[n+](Cc3ccc([N+](=O)[O-])cc3)c2)c(C)c1	1.2	-0.2	-2.6	-0.8	0.5	10.4	-0.3	4.3	-0.7	2.2	0.1
CCCN1C(=O)C2(SC(NC(C)=O)=NN2C(C)=O)c2cc(C)ccc21 (configuration not stated)	-0.1	0.2	-2.9	-1.0	-0.9	7.0	-5.5	-1.3	-3.3	-0.5	-0.5
O=C(CSc1nncn1-c1ccccc1)c1c[nH]c2ccccc12	0.1	-2.8	-1.7	-0.2	3.6	-12.6	-8.6	11.8	3.2	1.8	1.0
CNS(=O)(=O)c1cccc(C(=O)OCC(=O)/C=C2/N(C)c3ccccc3C2(C)C)c1	-0.4	-0.6	-1.6	-1.5	-4.2	-13.3	-55.0	-0.8	-2.8	2.5	-1.1
COc1ccccc1N=NC1=C(O)CC(C)(C)CC1=O	-0.6	-4.0	4.7	-1.3	-0.8	9.7	-0.9	7.4	-2.7	1.4	-0.2
Cc1ccc(C(=O)NC2CCN(C(=O)Nc3ccccc3Cl)CC2)cc1	-0.5	-4.5	-1.0	-1.0	-0.9	-4.6	-4.4	-4.0	1.0	-0.3	-0.4
C[C@H]1CN([C@@H](C)CO)C(=O)CCCn2nncc2CO[C@@H]1CN(C)C(=O)NC1CCCCC1	0.7	-1.0	0.5	-0.8	0.6	8.2	-2.5	-1.3	-4.7	1.4	1.5
CC1(C)CC(=O)C(C(C2=C(O)CC(C)(C)CC2=O)c2ccco2)C(=O)C1 (configuration not stated)	0.5	-3.5	-1.8	-0.9	0.2	-1.2	-12.8	9.2	-1.5	0.1	0.2
CCn1ncc(S(=O)(=O)NCc2ccco2)c1C	1.4	-0.3	0.3	-1.1	-0.3	7.3	1.5	5.2	4.5	-1.5	0.1
Cc1cn(C2CC(O)C(O)C(CO)O2)c(=O)[nH]c1=O (configuration not stated)	-1.0	0.7	-0.4	-0.8	-1.2	7.3	-0.2	-1.8	-0.1	·	·
COC(=O)CSc1nc2c(c(=O)[nH]c(=O)n2C)n1CCC(C)C	0.1	1.9	-0.2	-1.2	1.3	1.8	2.9	-9.3	-0.6	-0.5	1.8
CSc1ccc(Cl)c(C(=O)N2CCOc3ccccc32)c1	-0.5	-1.1	-2.5	-2.0	-2.4	5.0	-3.0	3.9	-2.5	-0.9	-1.9
Clc1ccc(-n2c(SCc3cccc4ccccc34)nnc2-c2ccccc2)cc1	-1.4	·	-0.8	-1.8	-2.5	-9.3	1.7	2.7	-3.9	·	·
Cc1ccc(S(=O)(=O)N2CC(CO)=CCC2c2ccccc2)cc1 (configuration not stated)	0.0	-0.7	-1.1	-1.0	-1.4	-3.0	2.7	-4.3	-1.6	·	·
COc1cc(CC(C#N)(CO)c2nc3ccccc3[nH]2)ccc1OC(F)F (configuration not stated)	-0.6	-1.2	2.2	-1.3	-0.5	-34.9	-18.1	1.9	-1.5	-1.7	-0.6
COC(=O)C[C@@H]1CC[C@@H]2[C@H](COc3ccc(NC(=O)Nc4c(C)noc4C)cc3C(=O)N2C)O1	0.6	·	0.8	-1.4	1.8	0.9	-1.1	-5.8	-1.4	·	·
O=C(O)c1cc(-c2ccco2)nn1-c1ccc(Cl)cc1	0.5	-0.1	0.5	-1.3	-0.1	-6.2	-10.2	-14.1	2.5	0.0	-0.1
Cc1cc(C(C)(C)C)cc(S(=O)(=O)NCC(=O)O)c1C	-0.2	0.0	-2.2	-1.1	-2.1	-6.1	-1.6	5.1	-2.4	-1.1	0.1
C[C@@H]1OC(C2CCCCC2)N(C)[C@H]2C[C@H]3c4[nH]c5cccc(-c6cccc(F)c6)c5c4CCN3C(=O)[C@@H]12 (some centres not stated)	-0.9	·	0.6	-1.5	-3.6	5.7	-234.2	-3.2	-4.7	·	·
CN1CCN(C(CNC(=O)C(=O)Nc2ccc3c(c2)OCCO3)c2ccc(F)cc2)CC1 (configuration not stated)	-0.7	-1.0	-1.6	-0.8	0.0	-12.8	4.4	-1.6	-1.3	-2.0	-0.5
Cc1cccc(S(=O)(=O)NC(=O)C2(C)CCN2C(=O)c2cccc(F)c2)c1 (configuration not stated)	-0.5	-0.7	-1.9	-1.0	-0.6	4.5	-0.7	1.3	-1.6	0.2	·
O=c1c2ccccc2sc2nc(CCl)nn12	-0.9	-3.1	-2.1	-1.1	-1.9	0.0	1.9	-4.7	4.6	1.0	2.6
C[C@H](CO)N1C[C@H](C)[C@@H](CN(C)C(=O)NC2CCCCC2)Oc2c(NC(=O)Nc3ccc4c(c3)OCO4)cccc2C1=O	-0.5	-1.1	0.8	-1.5	-0.9	-7.8	-2.3	-0.4	3.2	0.1	-2.3
CC(C(=O)Nc1nc(-c2ccc(F)cc2)cs1)N1C(=O)C2CC=CCC2C1=O (configuration not stated)	-2.4	-1.2	2.9	-1.2	-1.0	-1.5	-3.9	-4.9	-2.2	-0.1	-0.1
CCOc1ccc(NC(=O)C2CC(=O)N(c3ccccc3F)C2)cc1 (configuration not stated)	0.0	-1.1	-0.9	-1.3	-0.5	-3.6	-5.7	1.9	-0.2	2.2	-0.9
CCn1c2ccccc2c2nnc(SCc3ccccc3)nc21	0.2	1.5	-0.4	-0.3	5.1	-0.6	-8.7	16.5	8.2*	4.8	-0.6
CCCCn1nc2cc(C(=O)NCc3cc(C(F)(F)F)cc(C(F)(F)F)c3)ccc2c1OC	-0.3	-0.4	0.4	-1.8	-1.6	-1.3	-78.0	4.7	1.5	-1.9	-1.3
O=C(Nc1ccc(C(=O)N2CCCC2)cc1)C1CCCCC1	0.6	-0.3	1.6	-0.7	-0.3	4.1	0.1	4.2	6.0	1.2	2.4
Cc1nn(S(=O)(=O)c2ccccc2)c(C)c1S(=O)(=O)N1CCC(C)CC1	0.3	-0.4	3.1	-1.0	-0.6	2.7	-9.2	1.6	-1.7	-0.6	0.1
O=C1CCCCCN1CP(=O)(O)CN1CCCCCC1=O	0.1	-1.9	13.1*	-0.5	-1.1	-4.4	-3.5	1.2	3.1	1.3	2.8
COc1cccc(N(CC(=O)NC2CCCC2)C(=O)Cn2nnc(-c3ccc(C)cc3)n2)c1	-0.5	-0.1	2.2	-2.1	-1.2	-14.7	1.6	-0.4	-1.5	-5.3	-0.7
Cc1ccc(C(=O)OCC(=O)Nc2cc(S(C)(=O)=O)ccc2Cl)cc1S(=O)(=O)N1CCCCC1	0.7	0.7	-1.9	-1.0	-0.2	-7.5	-8.7	0.6	-3.9	-0.6	-0.5
Nc1nnc(CCC2CCCCC2)s1	0.6	0.6	0.3	-0.7	1.1	-2.2	2.8	-4.9	-2.1	1.6	-0.1
CCC(C(=O)NCCN1CCN(C)CC1)n1c(C)c2cnn(-c3ccccc3)c(=O)c2c1C (configuration not stated)	-0.2	0.8	2.0	-0.9	-0.6	2.6	-3.6	-7.9	1.6	-0.9	0.2

New compounds follow
SMILES	DAX1 inh-1	PG9 Ab binder	hgDAF-12 ag	ssDAF12 agonist	hcDAF12 agonist	sPLA2-III inh	PLCb3 inh	Rev-erbA mod	SMARCA2 act	FXN GAA850 act	DAX1 inh-2
O=C(c1ccc(C(F)(F)F)cc1)N1CCC(=O)N([C@H](COCc2ccc(Cl)cc2)Cc2ccccc2)CC1	-1.1	-3.2	3.2	-0.1	0.2	1.7	1.1	-1.0	-1.8	·	·
COC(=O)[C@]12C[C@H](CC(=O)N3CCC(c4ccccc4)CC3)C(=O)N(Cc3ccccc3)C1=C[C@H](C1CCCC1)O[C@@H]2C	1.1	-2.4	-0.1	-0.3	0.0	-13.8	3.8	3.9	-4.7	·	·
COc1cc(C(=O)NC(C)c2ccc(-n3ccnc3)cc2)cc(OC)c1C (configuration not stated)	-0.4	-0.4	-2.7	-0.8	-1.5	5.3	-6.8	-8.3	-4.8	2.3	-1.1
CC1CCN(S(=O)(=O)c2ccc(S(=O)(=O)NCC3COCCO3)cc2)CC1 (configuration not stated)	0.5	-0.3	-3.0	-0.8	0.4	-2.4	0.8	0.1	-1.3	2.6	1.0
